Screening results deposited in PubChem by National Center for Advancing Translational Sciences (NCATS).
12-hLO inh – qHTS Assay for Inhibitors of 12-hLO (12-human lipoxygenase) | Polyunsaturated fatty acid lipoxygenase ALOX12 (Homo sapiens), P18054 | purified 12-hLO, xylenol orange hydroperoxide absorbance | Potency, µM (series often up to 57.1 µM), for inactives: top-dose activity change, negative = inhibition, most hits filed as inhibitors | 0.12% of 150,000 active; also: potency is read from the fitted curve at half-maximal effect; nearly all actives have a fitted effect of over 55% in size; many of its hits are not listed in these tables
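Purified human 12hLO (150 nM final) was preincubated with compounds for 15 min at room temperature in 25 mM Hepes pH 7.0, 0.01% Triton X-100, then reacted with 40 uM arachidonic acid for 30 min. Hydroperoxide was detected with ferrous iron/xylenol orange.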
PNC assembly inh – High Content Assay for Compounds that inhibit the Assembly of the Perinucleolar Compartment. PC3M PTB-GFP, PNC prevalence imaging, 16 h; hits give low values. activity change (PNC), negative = inhibition, % at 10 µM. 3.1% of 140,000 active. AID 2417, 2010;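 active = readout at or below -70, meaning at least 70% loss of cells showing the perinucleolar compartment, a nuclear body marking cancer cells; inconclusive = readout between -30 and a set limit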;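 also: plate controls were DMSO wells for no effect and camptothecin positive control wells for full effect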
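Read-out is percentage of cells bearing a perinucleolar compartment, from automated 20x imaging of fixed, Hoechst-stained PC3M PTB-GFP cells. Cells were seeded 4 h, then exposed 16 h to compound (23 nl of library stock) in duplicate plates.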
ALOX15B inhib – qHTS Assay for Inhibitors of 15-hLO-2 (15-human lipoxygenase 2); Potency, µM (titrated, usually from 57.1 µM), for inactives: at the top dose activity change, negative = inhibition, most hits filed as inhibitors; Polyunsaturated fatty acid lipoxygenase ALOX15B (Homo sapiens), O15296; purified 15hLO-2, xylenol orange hydroperoxide absorbance; 0.56% of 110,000 active; also: potency is read from the fitted curve at half-maximal effect; nearly all actives have a fitted effect of over 60% in size; many of its hits are not listed in these tables
Target sequence (O15296 whole entry, looked up): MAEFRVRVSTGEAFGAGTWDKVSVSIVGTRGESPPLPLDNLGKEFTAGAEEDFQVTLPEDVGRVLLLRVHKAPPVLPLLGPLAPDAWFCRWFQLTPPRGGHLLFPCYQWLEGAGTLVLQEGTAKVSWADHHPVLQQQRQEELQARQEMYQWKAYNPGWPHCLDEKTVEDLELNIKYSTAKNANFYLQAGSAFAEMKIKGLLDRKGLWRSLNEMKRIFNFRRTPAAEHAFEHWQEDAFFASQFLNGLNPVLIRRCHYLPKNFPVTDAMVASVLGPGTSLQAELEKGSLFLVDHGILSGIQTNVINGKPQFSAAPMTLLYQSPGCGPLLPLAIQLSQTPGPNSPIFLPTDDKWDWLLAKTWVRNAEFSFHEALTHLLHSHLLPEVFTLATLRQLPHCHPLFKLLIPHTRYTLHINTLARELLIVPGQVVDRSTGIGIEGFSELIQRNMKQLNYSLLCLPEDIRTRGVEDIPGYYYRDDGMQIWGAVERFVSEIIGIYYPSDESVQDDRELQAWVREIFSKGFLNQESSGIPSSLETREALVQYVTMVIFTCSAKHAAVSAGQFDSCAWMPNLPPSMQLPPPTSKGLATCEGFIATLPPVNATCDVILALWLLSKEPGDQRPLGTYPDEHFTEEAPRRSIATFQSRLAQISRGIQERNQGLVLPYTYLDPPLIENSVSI
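Read-out: hydroperoxide product oxidises ferrous iron, measured as xylenol orange complex via the 573-to-405 nm absorbance ratio after 30 min. Reaction: 50 nM enzyme, 15 min compound preincubation, 45 uM arachidonic acid, 90 min RT, Hepes pH 7.5 with Triton X-100.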
IMPase inh – qHTS Assay for Identifying the Cell-Membrane Permeable IMPase Inhibitors. 120,000 tested, under 10 active. Inositol monophosphatase 1 (Rattus norvegicus), P97697. CHO-M1 cells, IP1 accumulation, HTRF TR-FRET ratio. inhibition (IP1 accumulation), % at 46.1 µM; active = well fitted curve in the direction sought with a large enough effect in the signal ratio, not every such curve was filed as active; inconclusive = small, poorly fitted or top-dose-only effect, or a change in a side signal; inactive = no such curve, though single readings can be large or run the other way; the % refers to the signal ratio;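 also: cells stimulated with carbachol in lithium chloride buffer; plate controls were DMSO basal wells for no effect and reference inhibitor wells for full effect; higher means more IMPase inhibition seen as more IP1 and lower FRET ratio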
Target sequence (P97697 whole entry, looked up): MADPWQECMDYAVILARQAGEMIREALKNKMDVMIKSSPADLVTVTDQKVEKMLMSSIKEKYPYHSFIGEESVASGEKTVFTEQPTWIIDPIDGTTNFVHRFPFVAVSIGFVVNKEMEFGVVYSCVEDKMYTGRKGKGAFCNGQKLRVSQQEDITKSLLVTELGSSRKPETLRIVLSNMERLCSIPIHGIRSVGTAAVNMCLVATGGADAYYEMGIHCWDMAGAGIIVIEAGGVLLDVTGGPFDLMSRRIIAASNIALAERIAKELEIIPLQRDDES
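CHO-M1 cells (CHO stably expressing M1 receptor), compound up to 46 uM final, stimulated with carbachol (50 uM as added) in buffer with 50mM LiCl, pH 7.4, 30 min at 37C. Cytosolic IP1 read by TR-FRET; AC50 from Hill fits.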
Starred values were filed as active, the others as inactive; ? = inconclusive; nt = no result given; & = joins results of further samples; [ ] = another dose, or the depositor's remark. Unless noted, calls follow the shape of the dose curve; as a rule, active = well fitted curve in the direction sought with a large enough effect; inconclusive = small, poorly fitted or top-dose-only effect, or another doubt; inactive = no such curve, though single readings can be large; an effect the other way counts as inactive or inconclusive. Unless noted, % is scaled to controls: 0 for no effect and ±100 for the full control effect.

structure	12-hLO inh	PNC assembly inh	ALOX15B inhib	IMPase inh
COc1ccc2c(c1)c1nc3ccccc3nc1n2Cc1ccc(OC(C)C)c(OC)c1	2%	-21	nt	-7
CCOC(=O)c1sc2ncnc(N3CCN(C(=O)OCC)CC3)c2c1C	-5%	30	-2%	-10
COc1ccc2c(c1)-c1c(ssc1=S)C(C)(C)N2S(=O)(=O)c1ccc(C)cc1	7%	-27	nt	nt
CC(C)C1COc2cc3oc(=O)ccc3cc2O1 (stereo not given)	-2%	nt	-1%	nt
Fc1ccc(COc2ccccc2CNCc2ccncc2)cc1	3%	?	nt	nt
Cc1ccc(NC(=O)C(C)Sc2nnc(-c3cccnc3)o2)cc1 (stereo not given)	-2%	-29	-9%	10
CCCCOc1ccc(NC(=O)CSc2cccc3cccnc23)cc1	-4%	-6	nt	nt
CN1CCN(c2nc(Nc3cccc(C(F)(F)F)c3)nc(N3CCOCC3)n2)CC1	0%	17	13%	4
CCOC(=O)C(C(=O)NCc1ccc(C)cc1)c1ncc(C(F)(F)F)cc1Cl (stereo not given)	-3%	-3	-2%	7
CC(C)(C)NCC(O)c1ccc(O)c(CO)c1 (stereo not given)	4%	nt	6%	nt
Cc1ccc(S(=O)(=O)N2CC(=NO)C2)cc1	1%	?	-7%	3
C/C(=N/NC(=O)c1ccc(C)s1)c1cccc(NC(=O)COc2ccc(Cl)cc2C)c1	-1%	-11	1%	9
Cc1csc2nc(CNC(=O)C3CC=CCC3C(=O)O)cn12 (stereo not given)	3%	-13	3%	-1
CNC(=O)c1cc2ccc(OC)cc2oc1=O	-2%	-12	5%	?
Cc1ccc(NC(=O)COc2ncnc3c(Cl)cc(Cl)cc23)cc1[N+](=O)[O-]	-4%	61	nt	nt
Cn1c(CSCc2ccc(F)cc2)nnc1SCC(=O)Nc1nccs1	-2%	-8	1%	3
CC1(C)CCC(C)(C)NC(=S)N1	-2%	22	nt	nt
N/C(Cc1ccc([N+](=O)[O-])cc1)=N\OC(=O)C(c1ccccc1)c1ccccc1	-9%	-9	-4%	-9
CCOc1ccc(-n2c(N)c(C(=O)NCc3cccnc3)sc2=S)cc1	-20%	-15	-3%	6
Cc1cc(=O)n2c(-c3ccccc3C)n[nH]c2n1	5%	?	-1%	-2

structure	12-hLO inh	PNC assembly inh	ALOX15B inhib	IMPase inh
COc1ccc(C(=O)Nc2cccc(OC)c2)cc1	-4%	?	7%	9
COc1ccc(C(CC(=O)Nc2ccc(Cl)cc2F)NC(=O)C(F)(F)F)cc1 (stereo not given)	2%	-15	-1%	-4
COc1ccc(N2C(S)=C(C#N)C(=O)NC2c2ccco2)cc1 (stereo not given)	1%	?	nt	nt
O=C(Nc1ccc2oc(-c3ccc(Cl)c(Cl)c3)nc2c1)c1ncn[nH]1	4%	-3	-1%	-4
O=c1cnc2cnc(Oc3ccccc3)nc2n1CCc1ccccc1	-5%	nt	-5%	nt
O=C(O)CCCCc1nc2ccccc2s1	-6%	-29	4%	-7
Cc1ccc(C(=O)C(C)Oc2cccc(NC(=O)c3ccco3)c2)cc1 (stereo not given)	2%	-24	nt	-1
c1cc(CNCCCN2CCOCC2)ccn1	3%	62	28%	6
COC(=O)/C=c1\sc2ncnn2c1=O	6%	-81*	3%	-1
CCN(C(=O)c1ccc(C(C)(C)C)cc1)c1nnc(Cn2nnc3ccccc32)s1	-11%	-26	-3%	?
O=c1nc2ccccc2c2n1CC(CN1CCN(c3ccccc3F)CC1)N2 (stereo not given)	3%	28	39%[activator]	-7
COc1ccccc1NC(=O)CCN1CCCCCC1	-7%	-22	-2%	-1
CC(C)c1nnc(SCC(=O)N2CCOCC2)n1C	-2%	?	nt	13
Cc1ccc(S(=O)(=O)N2CCCC2C(=O)OCC(=O)Nc2ccc3c(c2)OCO3)cc1 (stereo not given)	-12%	-28	-3%	8
O=[N+]([O-])c1ccccc1OCCCN1CCOCC1	0%	49	-5%	-2
Cc1csc(NC(=O)CSc2nnc(-c3ccccc3)o2)n1	-6%	?	6%	-7
C/C(=N\NC(=O)C(C)Oc1ccc([N+](=O)[O-])cc1)c1ccccn1 (stereo not given)	6%	100	77%[activator]	2
Cc1nc2ncnn2c(C)c1CCC(=O)N1CCN(Cc2ccccc2)CC1	2%	?	-8%	-7
Br/C(=N\Nc1nn[nH]n1)c1ccncc1	0%[11.4 µM]	nt	-3%[11.4 µM]	nt
O=C(NC1CCCCC1)c1ccc(Cn2cc(Cl)cn2)cc1	1%	12	-3%	-7

Sorted by number of heavy atoms (high to low): some entries from above
structure	12-hLO inh	PNC assembly inh	ALOX15B inhib	IMPase inh
COc1ccc2c(c1)c1nc3ccccc3nc1n2Cc1ccc(OC(C)C)c(OC)c1	2%	-21	nt	-7
C/C(=N/NC(=O)c1ccc(C)s1)c1cccc(NC(=O)COc2ccc(Cl)cc2C)c1	-1%	-11	1%	9
Cc1nc2ncnn2c(C)c1CCC(=O)N1CCN(Cc2ccccc2)CC1	2%	?	-8%	-7
Cn1c(CSCc2ccc(F)cc2)nnc1SCC(=O)Nc1nccs1	-2%	-8	1%	3
O=C(Nc1ccc2oc(-c3ccc(Cl)c(Cl)c3)nc2c1)c1ncn[nH]1	4%	-3	-1%	-4
Cc1ccc(NC(=O)C(C)Sc2nnc(-c3cccnc3)o2)cc1 (stereo not given)	-2%	-29	-9%	10
COc1ccc(N2C(S)=C(C#N)C(=O)NC2c2ccco2)cc1 (stereo not given)	1%	?	nt	nt
O=C(NC1CCCCC1)c1ccc(Cn2cc(Cl)cn2)cc1	1%	12	-3%	-7
COc1ccccc1NC(=O)CCN1CCCCCC1	-7%	-22	-2%	-1
COc1ccc(C(=O)Nc2cccc(OC)c2)cc1	-4%	?	7%	9
CC(C)C1COc2cc3oc(=O)ccc3cc2O1 (stereo not given)	-2%	nt	-1%	nt
CNC(=O)c1cc2ccc(OC)cc2oc1=O	-2%	-12	5%	?
Cc1ccc(S(=O)(=O)N2CC(=NO)C2)cc1	1%	?	-7%	3
Br/C(=N\Nc1nn[nH]n1)c1ccncc1	0%[11.4 µM]	nt	-3%[11.4 µM]	nt
CC1(C)CCC(C)(C)NC(=S)N1	-2%	22	nt	nt

The list continues:
structure	12-hLO inh	PNC assembly inh	ALOX15B inhib	IMPase inh
O=C1CCCC2=C1C(c1ccc3c(c1)OCO3)c1c([nH]n(-c3ccccc3)c1=O)N2 (stereo not given)	-13%	-1	-30%	?
O=C(NCCc1ccccc1)c1ccc(=O)oc1	0%	-21	-5%	0
Cc1nc(N2CCOCC2)c2nc(-c3ccccc3)n(CCCN(C)C)c2n1	1%	nt	9%	nt
COc1ccc(C(=O)Cc2cnn(-c3ccccc3)c2)c(O)c1	-4%	-4	-7%	2
COc1cc(/C=N/NC(=O)c2ccc(COc3cc(C)ccc3C(C)C)cc2)cc(OC)c1O	-3%	-1	nt	nt
CC1CC(=O)c2cnc(Nc3cccc(C(F)(F)F)c3)nc2C1 (stereo not given)	-11%	15	9%	-4
COc1ccc(C(=O)NNC2=CC(=O)CC(C)(C)C2)cc1	-2%	-8	nt	nt
CCOC(=O)c1ccccc1N1C(=O)CSC1=S	-5%	14	-4%	22
Cc1cc(NC(=O)CSCC(=O)N(c2ccc(F)cc2)C(C(=O)NC2CCCCC2)c2ccc(O)c(O)c2)no1 (stereo not given)	-21%	2	nt	nt
CCCN1CN(Cc2ccco2)c2nc3ccccc3n2C1	0%	17	-6%	14
CC(=O)Nc1ccc(/C(C)=N/NC(=O)c2ccc(F)cc2)cc1	1%	-18	nt	nt
Fc1cc2nc(-c3ccncc3)[nH]c2cc1F	-1%	-1	2%	-2
O=C(Nc1cccc(Cl)c1)Nc1nnc(-c2ccncc2)s1	2%	0	nt	nt
Cc1ccc(C(=O)Oc2coc(CSc3nnc(NC(=O)C4CC4)s3)cc2=O)cc1C	3%	?	nt	4
Cc1[nH][nH]c(=O)c1C(c1c(C)[nH][nH]c1=O)c1cn(Cc2ccc(F)cc2)c2ccccc12	0%	-29	nt	nt
COc1ccc(NC(=O)Cn2nnc(-c3ccccc3NS(=O)(=O)c3ccc(OC)cc3)n2)cc1	-1%	64	nt	nt
Cc1ccccc1NC(=O)c1sc2nc3c(c(-c4ccco4)c2c1N)CCCC3	-9%	50	-3%	-11
COc1ccc(CNC(=O)C/C(C)=N/NC(=O)Cc2ccc(OC)cc2)cc1	-4%	7	nt	nt
CC(=O)Nc1ccc(OC(=O)c2ccco2)cc1	-7%	-25	nt	11
O=[N+]([O-])c1cc(Cl)ccc1NCCNS(=O)(=O)c1ccccc1	-5%	0	nt	nt

An excerpt from above in order of number of heavy atoms, high to low:
structure	12-hLO inh	PNC assembly inh	ALOX15B inhib	IMPase inh
Cc1cc(NC(=O)CSCC(=O)N(c2ccc(F)cc2)C(C(=O)NC2CCCCC2)c2ccc(O)c(O)c2)no1 (stereo not given)	-21%	2	nt	nt
Cc1ccc(C(=O)Oc2coc(CSc3nnc(NC(=O)C4CC4)s3)cc2=O)cc1C	3%	?	nt	4
COc1ccc(CNC(=O)C/C(C)=N/NC(=O)Cc2ccc(OC)cc2)cc1	-4%	7	nt	nt

Further records.
structure	12-hLO inh	PNC assembly inh	ALOX15B inhib	IMPase inh
CCc1cc(=O)oc2cc(C)c3c(C)coc3c12	10%	?	-6%	0
COC(=O)c1ccc(OC)c(CSc2nnc(COc3cccc(C)c3)o2)c1	-5%	-9	-3%	10
BrC(Br)C(Br)Br	2%	nt	-10%	nt
COC(=O)c1ccc(-n2nnnc2SCC(=O)NCc2cccc(C(=O)O)c2)cc1	-4%	?	3%	-15
Cn1c(CNC(=O)Nc2ccccc2)nnc1SCc1ccccc1	1%	64	1%	-1
C=CCNc1nc(C2(C)CC3(CC(C)OC3=O)C(=O)O2)cs1 (stereo not given)	1%	-27	nt	-2
O=C(CSc1nnc(-c2ccccc2)o1)c1nnc(-c2ccccc2)o1	-4%	?	-27%	-22
COC(=O)c1cccc(NC(=O)CN2CCN(Cc3ccccc3)CC2)c1	-4%	-22	2%	-4
NC(=O)CS(=O)(=O)c1nc2ccccc2n1Cc1ccccc1F	1%	30	-7%	5
CC1(C)CC(CC(=O)O)C(=O)O1 (stereo not given)	7%	-17	4%	-11
O=C(CN(C1CCCCC1)S(=O)(=O)c1ccc(F)cc1)NC1CC1	-2%	18	-2%	-8
O=C(O)CSCC(=O)Nc1ccc(C2CCCCC2)cc1	0%	?	-6%	-3
Cc1sc2nc(C3CC3)nc(NCCNS(C)(=O)=O)c2c1C	-5%	0	-2%	-6
NCCCCNCCCN	3%&-2%&11%	nt	58%&38%&48%[activator]	-2&3
COc1ccc(NC(=O)c2cc(-c3cc(C)cc(C)c3O)n[nH]2)cc1Cl	-25%	-7	-11%	-8
COc1ccc2oc(=O)c(-c3csc(Nc4cccc(O)c4)n3)cc2c1	-4%	60	nt	nt
O=C(CC(c1ccccc1)c1ccccc1O)N1CCCC1 (stereo not given)	-2%	-88*	-4%	-3
CC(=O)c1cn(CC(=O)Nc2ccccc2C)c2ccccc12	7%	-23	0%	-4
COc1ccc(Nc2sc(C(=O)Nc3cccc(Cl)c3)c(N)c2C(=O)Nc2ccccc2OC)cc1	-4%	-8	nt	4
Cc1ccc(S(=O)(=O)NCCN=C(CN2CCCC2)NS(=O)(=O)c2ccc(C)cc2)cc1	-14%	?	-6%	1

This is a subset; rates above refer to the full screens.
